# High-throughput results deposited in PubChem by National Center for Advancing Translational Sciences (NCATS).
# TGFb inhibitor – blocks TGF-b signaling; 410,000 compounds, 1.2% hits; HepG2 CAGA-GFP TGF-b/SMAD3 reporter, GFP fluorescence, 18 h; TGF-beta stimulated, 500 pg/mL final; Potency, µM (doses to about 46.1 µM), for inactives: at the top dose activity, negative = inhibition, actives largely listed as inhibitors; AID 588855; further: potency means the concentration at half of the fitted maximal effect; on the % scale 0 is the no-effect control and ±100 the full control effect; nearly all actives have a fitted effect of over 65% in size
#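 First, reporter cells (HEPG2 CAGA-GFP) rested 2 h at 37 degrees C. Next, compounds were pinned in and TGF-beta added to 500 pg/mL final. After 18 h, GFP was imaged per cell and summed per well.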
# A549 tox – kills or reduces viability of A549 cells in Nrf2 counter-screen. A549 ARE-Fluc cells, CellTiter-Fluor viability, 18-24 h. Potency, µM (doses to about 46 µM), for the others: top-dose activity change, negative = cytotoxicity, hits mostly inhibitors. 390,000 compounds, 0.16% hits. AID 504648; further: potency means the concentration at half of the fitted maximal effect; on the % scale 0 is the no-effect control and ±100 the full control effect
#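 Cytotoxicity counterscreen: CellTiter-Fluor fluorescence was measured in A549 ARE_Fluc cells after 18-24 h of compound exposure in a concentration series. The subsequent BugLite luminescent read reports ARE-luciferase activity.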
# Nrf2 inh – inhibitors of Nrf2 signaling; A549 ARE-Fluc reporter, luciferase luminescence, 18-24 h; Potency, µM (titrated, usually from 46 µM), inactives show at the top dose activity change, negative = inhibition, usual class: inhibitors; 360,000 compounds, 2.1% hits; further: potency means the concentration at half of the fitted maximal effect; on the % scale 0 is the no-effect control and ±100 the full control effect; nearly all actives have a fitted effect of over 60% in size
#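 In this cell-based qHTS, ARE-driven firefly luciferase in A549 cells reports Nrf2 activity; the luminescent signal after BugLite lysis is the measured value, with a prior CellTiter-Fluor read for cell health.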
# EPAC2 agonist – EPAC2 (human) agonism; AID 720711; 360,000 compounds, 0.079% hits; EPAC2 activation, biochemical qHTS; response scale: 100% = 6.5 mM cAMP response; Q8WZA2; Potency, µM (series often up to 154 µM), inactives show at the top dose activation, usual class: activators; further: potency means the concentration at half of the fitted maximal effect; nearly all actives have a fitted effect of over 50% in size
# Target sequence (Q8WZA2 whole entry, looked up): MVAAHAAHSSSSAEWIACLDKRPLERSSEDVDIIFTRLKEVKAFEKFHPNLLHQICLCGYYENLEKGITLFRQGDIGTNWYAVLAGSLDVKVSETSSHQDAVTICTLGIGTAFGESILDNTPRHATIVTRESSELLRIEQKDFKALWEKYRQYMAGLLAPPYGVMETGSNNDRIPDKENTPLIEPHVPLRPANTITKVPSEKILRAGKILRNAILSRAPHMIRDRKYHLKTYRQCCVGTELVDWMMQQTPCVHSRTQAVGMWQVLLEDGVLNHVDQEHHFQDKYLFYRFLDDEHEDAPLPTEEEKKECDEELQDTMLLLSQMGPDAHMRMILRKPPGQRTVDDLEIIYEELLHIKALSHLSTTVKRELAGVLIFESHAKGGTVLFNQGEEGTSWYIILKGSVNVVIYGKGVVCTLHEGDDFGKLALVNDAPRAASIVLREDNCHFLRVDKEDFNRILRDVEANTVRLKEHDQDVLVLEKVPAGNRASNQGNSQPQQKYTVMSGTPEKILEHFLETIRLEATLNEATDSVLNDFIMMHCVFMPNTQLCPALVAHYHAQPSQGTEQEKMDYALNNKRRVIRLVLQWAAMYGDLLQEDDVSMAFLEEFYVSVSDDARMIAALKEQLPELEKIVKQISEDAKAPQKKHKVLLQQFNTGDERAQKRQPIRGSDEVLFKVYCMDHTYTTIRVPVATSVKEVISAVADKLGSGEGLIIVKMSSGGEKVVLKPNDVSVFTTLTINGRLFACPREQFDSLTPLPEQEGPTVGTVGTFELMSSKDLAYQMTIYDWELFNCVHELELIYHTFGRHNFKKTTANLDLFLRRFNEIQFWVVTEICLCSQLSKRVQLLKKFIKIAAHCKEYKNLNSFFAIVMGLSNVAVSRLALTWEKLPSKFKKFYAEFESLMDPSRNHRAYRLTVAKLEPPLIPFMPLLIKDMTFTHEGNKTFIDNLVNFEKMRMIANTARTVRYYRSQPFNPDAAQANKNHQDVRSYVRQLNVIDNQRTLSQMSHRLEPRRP
#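 Compounds were added across a concentration range to EPAC2 (100 nM), RAP1B-BODIPY-GDP (250 nM) and GDP (50 uM). After 5 min at room temperature, fluorescence was recorded at 5-min intervals for 30 min.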
# Nrf2 ARE act – activators of Nrf2 (ARE) signaling; AREc32 ARE-luciferase reporter (MCF7-derived line), luminescence, 24 h; Potency, µM (doses to about 46.1 µM), without a hit: at the highest dose activation, hits mostly activators; 410,000 compounds, 0.31% hits; AID 624171; further: potency means the concentration at half of the fitted maximal effect; % of control where 0% means no effect; nearly all actives have a fitted effect of over 65% in size
#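 Nrf2 activation is followed as ARE-luciferase induction in the AREc32 line after one day of compound treatment; luminescence is read with Steady-Glo.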
# CCT modulator – modulators of cytosolic chaperonin (CCT/TRiC) activity; purified chaperonin ATPase assay, HTRF ADP detection, 30 min; 360,000 compounds, 0.3% hits; AID 651819; activity change, % (concentration not given with the values), hits read low; in the data active means activity change below about -30%; further: on the % scale 0 is the no-effect control and ±100 the full control effect
#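 Nucleotide hydrolysis assay: TRiC at 20–40 nM final (set by batch activity) with 10 uM ATP, 30 min at 37 °C, in presence of 76 uM compound. Detection by competitive ADP HTRF, 30 min ambient.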
# Mm-Cpn inhibitor – inhibitors of Methanococcus maripaludis chaperonin (MmCpn) | purified Mm-Cpn ATPase, ADP Transcreener TR-FRET | Potency, µM (top dose mostly 76.9 µM), inactives show at the highest dose activity, negative = inhibition, most hits filed as inhibitors | 330,000 compounds, 0.031% hits; further: potency means the concentration at half of the fitted maximal effect; on the % scale 0 is the no-effect control and ±100 the full control effect; nearly all actives have a fitted effect of over 80% in size
#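 Purified archaeal chaperonin (25 nM final) was preincubated with compound for 10 min at 37°C, then ATP (10 uM final) was added for 30 min at 37°C in Tris pH 7.4/KCl/MgCl2/DTT buffer. ADP was quantified by HTRF Transcreener TR-FRET.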
# Akt phos inh – blocks phosphorylation of Akt; activity change, % for hits at 50 µM; 360,000 compounds, 0.32% hits; Neuro2A IGF-stimulated pAkt S473 HTRF, 20 min; stronger effect = lower value; in the data active means activity change below about -80%; inconclusive means mostly about -51% to -80%; further: on the % scale 0 is the no-effect control and ±100 the full control effect
#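 Neuro2A cells in DMEM with 0.5% FBS, overnight at 37 deg C, given compound at single 50 µM final, then IGF (6 nM final) for 20 min at 37 deg C. Lysed; phospho-Akt Ser473 by HTRF after 24 h, 665/615 ratio.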
# EPAC2 antagonist – EPAC2 (human) antagonism; 360,000 compounds, 0.18% hits; Potency, µM (doses to about 114 µM), for the others: at the highest dose activity, negative = inhibition, usual class: inhibitors; AID 720708; EPAC2 GEF exchange of Rap1B-BODIPY-GDP, fluorescence; Q8WZA2; further: potency means the concentration at half of the fitted maximal effect; on the % scale 0 is the no-effect control and ±100 the full control effect; nearly all actives have a fitted effect of over 45% in size; many of its hits are not listed in these tables
# * = called active by the depositor; i = inactive; ? = inconclusive; . = not tested or not shown; & = joins results of further samples; [ ] = another dose, or the depositor's remark. Unless noted, the call rests on the fitted dose curve; in most records, active means well fitted curve in the direction sought with a large enough effect; inconclusive means small, poorly fitted or top-dose-only effect, or another doubt; inactive means no such curve, though single readings can be large; an effect the other way counts as inactive or inconclusive. Not all compounds are listed (hit frequency here may not be typical).
SMILES,TGFb inhibitor,A549 tox,Nrf2 inh,EPAC2 agonist,Nrf2 ARE act,CCT modulator,Mm-Cpn inhibitor,Akt phos inh,EPAC2 antagonist
COC(=O)c1sccc1-n1cccc1C(=O)C(=O)Nc1ccc(F)cc1,-3%,-9%,17%,9%,23%,-1.9,-4%,i,-15%
CCOc1ccccc1NC(=O)c1c(NC(=O)C(C)Oc2cccc(Cl)c2)sc2c1CCCCC2 (stereo not drawn),11%,13%,-5%,.,-0.1%,.,.,.,.
CC(=O)n1cc(C2CC(=O)OC3=C2CC(=O)C(C)(C)C3)c2ccccc21 (stereo not drawn),5%,.,.,3%,0.5%,-106*,.,i,1%
Nc1ccc(C(=O)NC23CC4CC(CC(C4)C2)C3)cc1,-18%,2%,-2%,11%,-0.6%,3.3,-1%,i,4%
Cc1ccc(C(=O)OCc2cn(-c3ccccc3)nn2)cc1,10%,1%,5%,19%,0.8%,-0.1,-1%,i,-22%
CCS(=O)(=O)c1ccc2c(c1)N(S(C)(=O)=O)CC(C(=O)NCCOC)O2 (stereo not drawn),5%,0%,-4%,2%,-1.1%,0.3,-1%,i,-1%
O=C(NNC(=O)c1cc2cc3ccccc3nc2s1)c1cccc(Cl)c1,3%,-28%,.,-5%,-0.5%,1.2,2%,i,7%
COc1ccc(NC(=O)NC2(C)CCS(=O)(=O)C2)cc1 (stereo not drawn),1%,2%,8%,0%,-0.3%,-2.0,-2%,i,0%
Cc1cc(C)c(S(=O)(=O)c2cccc(C)c2C)c(=O)[nH]1,-4%,4%,1%,6%,0.0%,1.1,0%,i,2%
CC(C(=O)NC1CCCC1)N(C(=O)Cn1nnc(-c2ccc(F)cc2)n1)c1ccccc1F (stereo not drawn),-10%,-15%,?,16%,-0.3%,-1.6,4%,i,-6%
COC(=O)c1c(C)[nH]c(C(=O)/C=C/c2ccccc2)c1C,-18%,-3%,?,1%,0.5%,0.2,-6%,i,11%
COC(=O)c1ccc(-n2c(C)cc(-c3csc(NC(=O)c4ccc(S(=O)(=O)N(C)C)cc4)n3)c2C)cc1,?,-13%,13%,-11%,3.0%,2.5,-15%,i,-9%
Cc1c(C(=O)NC(=S)NCC(C)C)oc2ccccc12,0%,-3%,?,-2%,1.8%,1.5,0%,i,16%
COc1ccc(C(C)=O)cc1CSc1nc2ccccc2c(=O)n1-c1cccc(C)c1,4%,-18%,?,-3%,0.0%,-1.4,0%,i,8%
CCOC(=O)c1cnc2c(C(F)(F)F)cccc2c1N1CCOCC1,19%,-1%,.,-4%,-0.9%,-0.4,1%,i,0%
COC1=C/C(=C/c2c(N)n3nc(CC(=O)N4CCOCC4)sc3nc2=O)C=CC1=O,32%[activator],0%,?,12%,0.3%,-11,-2%,i,17%
NCCOc1ccccc1Cc1ccccc1,9%,18%,-5%,-11%,-0.6%,1.7,2%,i,1%
O=C1CN(C(=O)COC(=O)c2cc(Cl)ccc2[N+](=O)[O-])c2ccccc2N1,1%,.,.,13%,26%,-2.9,.,i,2%
NS(=O)(=O)c1ccc(NC(=O)c2ccc3nccnc3c2)cc1,1%,3%,-13%,-6%,-0.1%,-1.0,-6%,i,-4%
CN(c1ccc(OCC(=O)OCC(=O)Nc2ccccc2F)cc1)S(=O)(=O)c1cccs1,-5%,-8%,3%,5%,-0.1%,3.6,-3%,i,-1%
O=C(CSc1nc2ccc(N3CCOCC3)cc2c(=O)n1CCc1ccccc1)NCC1CCCO1 (stereo not drawn),-6%,-2%,-13%,5%,2.2%,-2.4,0%,i,-5%
COc1ccccc1CCNC(=O)CNC(=O)c1ccc2ccccc2c1,-2%&1%,7%&4%,4%&8%,12%,3.1%,-0.9,3%,i,-5%
CC(C)C1=NN2C(=N)CC(=O)N=C2S1,-7%,6%,-4%,12%,0.0%,0.3,-3%,i,-2%
Cn1nnnc1SCC(=O)Nc1ccccc1Br,40%[activator],4%,-5%,3%,0.3%,0.9,0%,i,3%
C=CCn1c(SCC(=O)c2cc(C)n(C(C)COC)c2C)nc2sc(C)c(C)c2c1=O (stereo not drawn),?,-22%,?,-9%,4.0%,0.3,-19%,i,-3%
# New compounds follow:
SMILES,TGFb inhibitor,A549 tox,Nrf2 inh,EPAC2 agonist,Nrf2 ARE act,CCT modulator,Mm-Cpn inhibitor,Akt phos inh,EPAC2 antagonist
Cc1sc2nc(SCC(=O)NCCO)n(-c3ccccc3)c(=O)c2c1C,27%,?,8%,2%,-0.4%,2.0,-1%,i,3%
O=C(Nc1ccccc1F)c1ccncc1,21%,-11%,-1%,3%,0.4%,1.9,-2%,i,-1%
O=C(O)c1ccc(/C=N/NC(=O)c2ccc(Br)cc2)cc1,-7%,2%,6%,7%,-0.1%,-0.9,2%,i,1%
Cc1ccc(-n2c(=O)c3sccc3n(Cc3cc(=O)n4ccccc4n3)c2=O)cc1,-30%&-25%,-4%&7%,8%&9%,3%,3.1%&3.2%,-1.0,0%,i,-13%
C[C@H](NC(=O)c1nc[nH]c1C(=O)NC1CCNCC1)C(=O)OC(C)(C)C,?,-15%,1%,-8%,0.0%,-5.2,-2%,i,16%
COCc1nnc(NC(C)=O)s1,17%,1%,1%,13%,-0.3%,1.3,0%,i,1%
C(=N\Nc1nc2ccccc2[nH]1)/c1ccc2c(c1)OCCO2,?,?,2.6µM*,21%,3.4%,-1.6,-4%,i,12%
CCOc1ccc(NC(=O)Nc2cccn(Cc3ccccc3)c2=O)cc1,-26%,?,9.2µM*,4%,5.0%,-0.8,0%,i,-26%
Cc1c(F)cccc1NC(=O)CCCCCC1NC(=O)NC1C (stereo not drawn),1%,-10%,-10%,16%,0.0%,0.3,-2%,i,6%
CCCc1c(C(=O)Nc2ccc(OC)cc2)cnn1-c1ccccc1,-18%,13%,10%,10%,8.2%,-4.4,0%,i,-6%
C/C(=N/NC(=O)c1ccc2c(c1)OCO2)c1cccc([N+](=O)[O-])c1,20%,-4%,1%,0%,2.7%,0.2,1%,i,-11%
CSc1nc(N)nc2c1ncn2CC(=O)NCC1CCCO1 (stereo not drawn),-1%,2%,14%,5%,-0.3%,0.6,-6%,i,-2%
CC(=O)Oc1c(-c2ccc(Br)o2)oc2ccccc2c1=O,?,-2%,-8%,0%,?,-6.4,-5%,i,-10%
CSC1=NCCN1C(=O)Cc1ccc(Cl)cc1,2%,-2%,7%,4%,-1.6%,0.7,1%,i,-5%
CCOCCCNC(=O)CN1C(=O)COc2ccc(S(=O)(=O)N3CCCCCC3)cc21,-3%&0%,-1%&-4%,2%&11%,-6%,4.1%&-0.5%,-1.6,1%,i,-7%
CN1C(=O)/C(=C/c2ccccc2OCc2cccc(F)c2)NC1=S,17%,-3%,.,-2%,1.0%,-0.3,-5%,i,-1%
CC1(C)Cc2c(C#N)c(SCC(=O)c3ccccc3)nc(N3CCOCC3)c2CO1,?,9%,?,13%,3.6%,-1.2,-29%,i,-2%
NC(N)=NN=C1CCC(c2ccccc2)CC1 (stereo not drawn),7%,2%,?,16%,-0.7%,-0.6,0%,i,1%
Cc1ccc(S(=O)(=O)NN2C(=O)c3ccccc3NC2c2ccccc2O)cc1 (stereo not drawn),-1%,9%,11%,7%,0.0%,-1.2,0%,i,-8%
CC(C)(C)OC(=O)CNC(=O)c1[nH]cnc1C(=O)Nc1ccc(Cl)cc1,?,-9%,?,-6%,-3.8%,-1.5,-3%,i,-13%
O=C(NCCN1CCC(n2c(=O)[nH]c3ccccc32)CC1)c1ccc(F)cc1Cl,.,.,.,7%,-1.1%,-0.7,.,i,3%
CC1CCN(c2ccc(-c3nc(C(C)C)no3)cc2[N+](=O)[O-])CC1,-1%,-5%,-5%,.,3.3%,.,.,.,.
COc1ccc(C(=O)COC(=O)CCn2nnc(-c3cccc(O)c3OC)n2)cc1,9%,-2%,8%,1%,0.2%,1.6,-1%,i,5%
CC(O)COc1ccc(/C(=N/O)c2ccccc2)cc1 (stereo not drawn),-2%,-3%,9%,2%,0.0%,-1.4,-2%,i,-1%
Cc1cccc(C)c1NC(=O)CN(C)C(=O)CC1CC2CCC1C2 (stereo not drawn),14%,-5%,20%,-4%,0.1%,-3.9,0%,i,4%

# Brought forward from above: three compounds; new compounds follow.
SMILES,TGFb inhibitor,A549 tox,Nrf2 inh,EPAC2 agonist,Nrf2 ARE act,CCT modulator,Mm-Cpn inhibitor,Akt phos inh,EPAC2 antagonist
COc1ccc(C(=O)COC(=O)CCn2nnc(-c3cccc(O)c3OC)n2)cc1,9%,-2%,8%,1%,0.2%,1.6,-1%,i,5%
CC(O)COc1ccc(/C(=N/O)c2ccccc2)cc1 (stereo not drawn),-2%,-3%,9%,2%,0.0%,-1.4,-2%,i,-1%
Cc1cccc(C)c1NC(=O)CN(C)C(=O)CC1CC2CCC1C2 (stereo not drawn),14%,-5%,20%,-4%,0.1%,-3.9,0%,i,4%
C[C@@H]1CN([C@H](C)CO)C(=O)CCCn2nncc2CO[C@H]1CN(C)Cc1cccc2c1OCCCO2,?,.,.,2%,0.0%,-1.5,.,i,0%
COC(=O)N/N=C/c1ccc(OS(=O)(=O)c2ccc(C)cc2)c(OC)c1,-1%,4%,3%,22%,1.7%,-2.0,-12%,i,2%
CCn1c(C)nc2cc(N)ccc21,2%,3%,15%,12%,-0.1%,1.3,1%,i,4%
COc1ccccc1N1CCN(S(=O)(=O)c2cccc3nsnc23)CC1,13%,17%,.,7%,-0.5%,-1.1,1%,i,-16%
Cc1cccc(C(=O)Oc2ccc3ccc(O)cc3c2)c1,-3%,20%,4%,11%,0.2%,-1.8,-3%,i,0%
CCc1ncc(C)nc1CC,0%,2%,3%,-3%,-1.2%,-5.1,-1%,i,10%
